CRFBP-R2 block – blocks CRF-induced signaling of the CRF-BP/CRF-R2 complex; HEK293 CRF-R2/CRF-BP, CRF-induced calcium fluorescence; inhibition, % at 11.8 µM; hit rate 0.59% among 350,000; AID 588475;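 active = inhibition of the ligand-induced calcium signal above about 50% at the single tested concentration, limit read from the data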
CHRM4 PAM – potentiates acetylcholine response at human M4 receptor. P08173. CHO-K1 hM4/Gqi5, Fluo-8 calcium fluorescence, ACh EC20; 0% = ACh EC20, 100% = maximal ACh. activation, % at 3 µM. hit rate 0.4% among 360,000;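 active = activation above its plate's cutoff, the mean activation of sample wells plus 3 SD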; also: some results filed as inactive read as strong as hits
Target sequence (P08173 whole entry, looked up): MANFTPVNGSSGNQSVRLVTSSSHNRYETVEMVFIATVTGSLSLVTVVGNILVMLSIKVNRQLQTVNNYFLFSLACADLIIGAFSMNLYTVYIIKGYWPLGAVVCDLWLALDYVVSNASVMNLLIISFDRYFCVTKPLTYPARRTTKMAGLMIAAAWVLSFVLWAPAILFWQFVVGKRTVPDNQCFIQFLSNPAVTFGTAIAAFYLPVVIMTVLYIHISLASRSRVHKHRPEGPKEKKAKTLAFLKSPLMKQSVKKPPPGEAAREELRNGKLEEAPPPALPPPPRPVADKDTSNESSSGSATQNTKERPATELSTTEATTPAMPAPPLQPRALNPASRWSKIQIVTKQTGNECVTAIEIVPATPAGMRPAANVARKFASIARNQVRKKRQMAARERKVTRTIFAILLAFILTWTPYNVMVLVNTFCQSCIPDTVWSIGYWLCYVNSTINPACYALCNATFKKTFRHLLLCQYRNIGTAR
IDE cell activ – boosts human insulin-degrading enzyme activity in HEK cells; P14735; FAbeta-B cleavage, fluorescence polarization; 0% vehicle, 100% cell-free pure enzyme wells; activation, % at 5.96 µM; hit rate 0.073% among 340,000;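 active = activation above the mean of all tested compounds plus 3 SD, set per screening campaign, cut at about 17% in these data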
pCIP destab – compounds decreasing mouse p/CIP protein stability | decrease of EGFP signal, % at 10 µM | F442A p/CIP-EGFP cells, EGFP fluorescence, 16 h | Q05BA5 | hit rate 0.01% among 290,000;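 active = EGFP signal decrease of at least 30% at 10 µM or well 3 SD below plate mean, unless failing retest; inactive = the rest, including hits failing retest or dose response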; also: some compounds called inactive have numbers as strong as hits; many of its hits are not listed in these tables
MEKK3 PB1 HTS – modulators (inhibitors or enhancers) of MEK5 binding to human MEKK3 PB1 domain; Q99759; bead-based flow cytometry, Alexa488-MEK5 binding to MEKK3; actives lie on both sides; 0 = blocked by unlabeled MEK5, 100 = vehicle; binding response (% of control), % at 10 µM; hit rate 1.4% among 290,000; AID 1529;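 active = binding response more than 3 SD above or below the average of its plate-row segment, actives on both sides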;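 also: Alexa488 bead fluorescence after subtracting the streptavidin-only scavenger bead signal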
PHOSPHO1 inh – PHOSPHO1 (human) inhibition. Q8TCT1. recombinant PHOSPHO1, absorbance phosphatase assay. inhibition, % at 13.3 µM. hit rate 1.1% among 290,000; in the data active = inhibition above about 60%
Target sequence (Q8TCT1 whole entry, looked up): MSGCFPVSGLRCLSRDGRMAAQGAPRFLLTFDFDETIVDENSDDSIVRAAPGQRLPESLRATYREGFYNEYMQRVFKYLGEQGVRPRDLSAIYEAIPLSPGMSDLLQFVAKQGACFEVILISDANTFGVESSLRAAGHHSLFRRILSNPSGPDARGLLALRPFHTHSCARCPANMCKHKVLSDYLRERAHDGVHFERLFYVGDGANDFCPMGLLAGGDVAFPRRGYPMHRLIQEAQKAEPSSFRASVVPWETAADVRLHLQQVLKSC
GalR3 antag – antagonists of human GalR3 | inhibition, % at 3 µM | hit rate 0.44% among 360,000 | AID 651719 | O60755 | HEK293 GalR3-CNG cAMP membrane potential fluorescence; galR3 body fused to GalR1 C-terminus;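 active = inhibition above the screen-wide average plus 3 SD, cut at about 13% in these data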;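 also: forskolin and galanin both at EC90 stimulate the cells; cAMP rise reported by CNG channel membrane potential dye signal; 0% = forskolin plus galanin with DMSO and 100% = forskolin alone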
Target sequence (O60755 1-299 limits assumed): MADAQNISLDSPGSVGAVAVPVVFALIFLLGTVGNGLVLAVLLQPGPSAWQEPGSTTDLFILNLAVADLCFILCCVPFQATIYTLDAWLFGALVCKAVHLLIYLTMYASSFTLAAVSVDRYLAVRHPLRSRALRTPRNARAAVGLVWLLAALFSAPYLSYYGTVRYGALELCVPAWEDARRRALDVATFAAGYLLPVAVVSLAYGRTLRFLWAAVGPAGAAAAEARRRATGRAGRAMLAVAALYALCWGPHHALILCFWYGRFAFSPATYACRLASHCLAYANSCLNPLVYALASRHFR
IDE cell inh – cellular human IDE inhibition | AID 434962 | hit rate 0.41% among 320,000 | HEK cells, FAbetaB cleavage, fluorescence polarization | inhibition, % at 5.59 µM | P14735;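 active = percent inhibition above the average of all tested compounds plus 3 SD, set per screening campaign, cut at about 16% in these data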;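 also: IDE supplied by intact live HEK cells; FP after avidin binding of uncleaved biotin substrate so inhibition keeps polarization high; 0% = DMSO wells and 100% = 60 µM reference IDE inhibitor Ii1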
CRFR2-BP ag – CRF-BP/CRF-R2 complex agonism; HEK293 CRF-R2/CRF-BP, calcium dye fluorescence (FLIPR); percent of saturating CRF peptide response; activation, % at 13.2 µM; hit rate 0.46% among 350,000; AID 588473;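 active = activation of at least 50%, plus an integration ratio under a set limit after plate pattern correction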;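 also: plate controls were neutral control wells without compound for no effect and CRF at EC100 for full effect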
The depositor's hits bear a star; / = no result given; & = joins results of further samples.

SMILES	CRFBP-R2 block	CHRM4 PAM	IDE cell activ	pCIP destab	MEKK3 PB1 HTS	PHOSPHO1 inh	GalR3 antag	IDE cell inh	CRFR2-BP ag
CCC(C)Sc1nnc(NS(=O)(=O)Cc2ccccc2)s1 (centres undefined)	5	-1	5	-6	100	-6	-8	7	1.3
O=[N+]([O-])c1cccnc1Sc1n[nH]c(-c2ccc(Cl)cc2)n1	-16	-5	7	-2	80	32	-2	2	1.3
CCn1ncc(Br)c1C(=O)Nc1ncc(C)s1	-1	-5	0	-32	88	-5	-5	2	0.1
Cc1cc(O)c(C(=O)/C=C/c2ccccc2)c(=O)o1	-3	-5	-3	-3	100	23	-10	/	2.3
CN(C(=O)COC(=O)CSc1ccc(C(N)=O)cc1[N+](=O)[O-])C1CCS(=O)(=O)C1 (centres undefined)	17	6	1	/	/	/	-6	3	0.0
Cc1ccc(NC(=O)CCNS(=O)(=O)c2ccc(Br)s2)cc1	-9	-5	1	6	101	8	-8	4	-0.6
COC(=O)c1sc(NC(=O)CSc2n[nH]c(N)n2)c(C(=O)OC)c1C	7	2	4	11	98	32	-4	0	-0.1
OCC[C@H]1C[C@H](O)[C@@H](O)[C@@]2(CCc3ccccc3O2)O1	4	-1	2	/	/	/	-6	7	1.3
CC1CC(C)(C)NC(=S)N1CCCC(=O)Nc1ccc(Cl)cc1 (centres undefined)	-11	-6	1	4	86	-27	0	6	-0.8
CC(C)Cn1c(O)c(N=NC(=O)c2cccc(S(=O)(=O)N3CCCCC3)c2)c2ccccc21	0	-4	1	-4	99	-8	-9	-3	-1.2
CCOC(=O)c1cnc(-n2nc(C)cc2C)nc1NNc1nc(C)cc(C)n1	2	-1	6	-4	100	28	-6	11	-0.3
CCCOc1ccc(C(=O)NNC(=S)NC(=O)c2ccccc2[N+](=O)[O-])cc1	6	-1	2	-6	103	8	-9	7	0.1
Cc1cc(C)cc(Nc2cc(C)nc3nc(C)nn23)c1	-12	2	0	4	103	-2	0	1	-2.1
CCN(C(=O)CSc1nnc(-c2cccc(Cl)c2)n1N)c1c(N)n(Cc2ccccc2)c(=O)[nH]c1=O	-3	11	2	/	/	/	-9	/	0.1
O=c1c2sccc2n(Cc2cccc(F)c2)c(=O)n1-c1ccc(F)cc1	4	6	3	2	101	-3	-11	-6	-1.1
O=C(Nc1cccc(-c2nc3ccccc3[nH]2)c1)c1ccccn1	-19	0	-6	8	98	18	-6	3	0.9
CCN1/C(=C/c2ccc3cccc(C)c3[n+]2CC)Sc2ccccc21	-297	-8	-63	-589	73	-18	49*	53*	205*
Cc1occc1C(=O)N/N=C/c1ccc[nH]1	-1	3	0	-19	106	30	-2	-4	-0.5
O=C(NC1CCCCC1)N1CCN(CCc2ccccc2)CC1	6	1	6	1	99	31	0	0	1.0
CCOC(=O)c1ccc(NC(=O)NCc2ccccc2OC)cc1	0	-1	-6	1	101	-9	-6	3	0.4
CCc1ccc(NC(=O)c2ccc3c(c2)CCN3S(C)(=O)=O)cc1	48	3	/	/	/	/	-1	/	-1.4
CC(O)C(NS(=O)(=O)c1ccc(Cl)cc1)C(=O)OCC(=O)c1ccc2c(c1)NC(=O)CO2 (centres undefined)	-19	3	1	/	/	/	2	/	2.0
COC(=O)[C@H](C)NC(=O)N1CCC(Cc2ccccc2)CC1	-2	-5	1	-9	108	/	-10	4	-3.4
Cc1nc(C)n(C(C)CNC(=O)c2ccco2)n1 (centres undefined)	13	-10	5	-2	100	25	-9	/	-1.0
Cc1ccc(NC(=O)c2sc3ncn(CC(=O)N4CCN(c5ccccn5)CC4)c(=O)c3c2C)cc1	-16	-5	/	/	/	/	-5	/	-0.4

In the list so far, 2 contain a furan ring, fused or not:
SMILES	CRFBP-R2 block	CHRM4 PAM	IDE cell activ	pCIP destab	MEKK3 PB1 HTS	PHOSPHO1 inh	GalR3 antag	IDE cell inh	CRFR2-BP ag
Cc1occc1C(=O)N/N=C/c1ccc[nH]1	-1	3	0	-19	106	30	-2	-4	-0.5
Cc1nc(C)n(C(C)CNC(=O)c2ccco2)n1 (centres undefined)	13	-10	5	-2	100	25	-9	/	-1.0

New compounds follow
SMILES	CRFBP-R2 block	CHRM4 PAM	IDE cell activ	pCIP destab	MEKK3 PB1 HTS	PHOSPHO1 inh	GalR3 antag	IDE cell inh	CRFR2-BP ag
Cc1ccc(C)c(NC(=O)CN(C)C(=O)c2cc(S(=O)(=O)N3CCOCC3)ccc2N2CCCC2)c1	-1	-5	-3	9	101	24	-1	-3	-0.2
COCCCN1C(=O)C(CC(=O)NC(c2ccccc2)c2ccccc2)CC(C(=O)N2CCOCC2)=C1C (centres undefined)	16	5	/	/	/	/	-6	/	-0.6
Cc1ccc(SCC(=O)Nc2ccc(C(=O)Nc3ccc(O)cc3)cc2)cc1	-8	4	-5	1	103	28	5	2	2.1
C/C(=N\Nc1ccc(C#N)cc1[N+](=O)[O-])c1ccc(C)o1	3	2	/	-9	101	16	-1	7	0.8
COc1ccccc1NC(=O)c1cc(C(=O)Nc2ccccc2OC)cc(N2C(=O)CCC2=O)c1	2	-1	0	0	94	-8	4	6	-1.1
CC(=O)Nc1nonc1-c1nc2ccccc2n1N(C(C)=O)C(C)=O	-6	3	8	-2	103	-13	-3	-4	4.2
CCC1CCc2sc(C(=O)O)cc2C1 (centres undefined)	-6	9	3	7	104	23	2	3	-1.0
COc1ccc(NC(=O)/C(C#N)=C\c2cc(C)n(-c3ccc(Oc4ccc([N+](=O)[O-])cn4)cc3)c2C)cc1	-24	-2	3	-21	102	4	-1	3	-3.4
Cc1cccc(/C(N)=N/OC(=O)c2ccc3c(c2)OCO3)c1	9	0	-3	-7	102	-9	3	-1	-2.2
CC(NS(=O)(=O)c1ccc(CCC(=O)NCc2ccco2)cc1)c1ccccc1 (centres undefined)	18	-3	-1	-2	97	16	1	3	-1.7
CCN=C1S/C(=C\c2cn(CC(=O)NCc3ccco3)c3ccccc23)C(=O)N1CC	-8	1	-2	-4	99	43	-1	4	3.6
O=C(COC(=O)CNC(=O)c1ccccc1F)NCCC1=CCCCC1	0	17	7	-8	96	-2	-6	1	-5.6
CCCC(=O)C1C(=O)CC(C)(C)C(c2cc(C)no2)C1=O (centres undefined)	2	8	2	-29	98	19	-1	6	-3.0
COc1ccc(CNS(=O)(=O)CCNCCc2ccccc2)cc1	9	-5	5	/	/	/	-2	/	-2.8
Cc1ccccc1N1CCN(CCCN2C(=O)CC(=C(c3ccccc3)c3ccccc3)C2=O)CC1	15	-17	4	-7	106	-23	-8	5	-0.8
Cc1ccc2c(c1)N(C(=O)CCC(=O)N1CCN(c3cccc(C)c3C)CC1)CCO2	13	-3	-18	-5	101	-37	/	7	0.1
COc1ccc(S(=O)(=O)NCc2ccccn2)cc1NC(=O)c1ccccc1F	12	10	-6	-2	96	6	-6	-1	0.2
C=CC[C@H](CC(=O)OC(C)(C)C)C(=O)OC[C@H]1CCCN1C(=O)[C@@H](CC=C)CC(=O)N(CCO)Cc1ccccc1	-2	7	0	/	/	/	-2	2	-0.4
CC1CCCC(NC(=O)COC(=O)CCSc2ccccc2)C1C (centres undefined)	8	4	4	17	101	1	3	2	-5.5
COc1ccc(-c2cc(CCCC(=O)NCCc3ccc(OC)cc3OC)no2)cc1	23	-2	-7	-22	107	-11	-6	1	0.1
Cc1cccc(NCc2ccccc2O)n1	5	-1	2	13	99	-9	-5	0	0.1
N#CCCn1cc(C(=O)Nc2ccccc2Br)c(-c2cc3ccccc3o2)n1	-15	-3	4	-29	99	-19	1	8	-0.2
CC(C)C[C@H]1CNC(=S)N1CC1CCCN1C[C@H](Cc1ccccc1)N1C[C@H](Cc2ccc(O)cc2)N(CC2CCCCCC2)C1=S (some centres undefined)	-13	4	-3	/	/	/	-2	/	1.4
CCc1cc2c(=O)n(-c3ccccc3)cnc2s1	-2	19	-7	8	108	1	0	7	-1.2
COC(=O)c1ccc(Cn2nnc3c(=O)[nH]c(C4CCCN(S(=O)(=O)c5cccc(Cl)c5)C4)nc32)cc1 (centres undefined)	-3	-2	1	-56	101	24	8	5	4.2

New compounds follow.
SMILES	CRFBP-R2 block	CHRM4 PAM	IDE cell activ	pCIP destab	MEKK3 PB1 HTS	PHOSPHO1 inh	GalR3 antag	IDE cell inh	CRFR2-BP ag
CC(C)(C)Nc1nc(Oc2ccc(=O)n(-c3ccccc3)n2)nc(N2CCOCC2)n1	-2	-1	4	1	108	8	-5	1	-0.3
O=C(CN1CCN(Cc2ccc(Cl)cc2)CC1)N/N=C/c1cccs1	-9	-7	8	-3	108	36	-6	-1	-1.4
COC(=O)[C@]1(C)N[C@H](CN(C)C(=O)c2ccc(F)cc2)[C@@H]2C(=O)N(Cc3ccccc3)C(=O)[C@@H]21	8	-1	0	/	/	/	-8	7	-0.4
CC(=O)Nc1cccc(NC(=O)CCN2C(=O)c3ccccc3S2(=O)=O)c1	5	1	5	/	/	/	1	2	-0.6
CCc1ccc(OC(C)c2nnc(SCC(=O)Nc3ncccc3C)n2C)cc1 (centres undefined)	-14	2	5	-16	99	-17	-5	1	1.0
O=C(Nc1c(-c2ccccc2)nc2sccn12)c1ccccc1	-17	5	3	10	113	-1	0	7	1.4
CCc1c(C2(O)CCCCC2)[nH]c2ncccc12	-13	0	-4	/	/	/	-4	-5	-3.6
COC(=O)Cc1c(C)c2ccc(OC3CCCCC3=O)c(C)c2oc1=O (centres undefined)	7	-7	5	-6	107	22	-11	4	2.4
O=C(CCS(=O)(=O)Cc1ccccc1)N1CCN(c2ccc([N+](=O)[O-])cc2)CC1	1	-4	2	4	111	-3	-10	1	-1.5
O=c1cc(-c2ccc(O)cc2)oc2cc(O)c([C@@H]3O[C@H](CO)[C@@H](O)[C@H](O)[C@H]3O)c(O)c12	12	6	1	/	/	/	-5	6	-3.3
COc1cc(C)c(-c2[nH]ncc2-c2csc(C)n2)c(O)c1	-40	-6	5	9	117	-7	-2	1	0.7
O=C(O)c1ccc(-c2noc(-c3ccccc3F)n2)cc1	0	12	1	/	108	/	0	-2	-2.1
COC(=O)c1c(NC(=S)NNS(=O)(=O)c2ccc(OC)cc2OC)sc2c1CCCCCC2	-11	2	-1	-4	97	26	2	/	0.1
CC(C)CC(=O)NC(NC(=O)CC(C)C)c1cccc([N+](=O)[O-])c1	-3	3	-3	-10	106	37	-3	2	-2.2
COc1ccc(OC)c(S(=O)(=O)n2cnc3cc(C)c(C)cc32)c1	0	7	2	3	96	5	-2	4	-0.1
Cc1ccc(CN2C(=O)C(CC(C)C)Nc3ncnc(N4CCOCC4)c32)cc1 (centres undefined)	11	1&0	-1	/	/	/	-5&-6	-1	-1.3
CN(C)S(=O)(=O)c1ccc(C(=O)NC(=O)CSc2nnnn2C)cc1	-8	2	-4	/	/	/	-7	4	-1.4
CCn1nc(NC(=O)c2ccccc2)c2cc3cccc(C)c3nc21	-12	-4	3	-22	97	-8	-1	7	-0.2
Oc1ccc(Br)cc1/C=N/n1c(-c2ccccc2)n[nH]c1=S	-3	2	2	-11	102	/	-10	-1	3.7
Cc1nn(-c2ccccc2)c(C)c1NC(=O)COc1ccc(C#N)cc1	15	-1	2	-2	104	24	-2	0	-0.3
O=C(Nc1cccc(-c2cccc(Cl)c2)c1)C1CCN(Cc2ccccn2)CC1	-7	-4	-10	8	110	-2	-2	-2	-2.9
CC1CCCN(C(=O)Nc2cccc(NC(=O)N3CCCC(C)C3C)c2)C1C (centres undefined)	-5	-1	-2	-14	85	4	1	0	-1.8
O=[N+]([O-])c1ccc(N=Nc2c(O)[nH]c3ccc(F)cc23)cc1	-13	0	4	-28	101	35	7	1	4.1

Bioassay records: PubChem BioAssay, several laboratories

This is a random part of the collection; any-hit rate near 4.2%.
